# KOR beta-arrestin-1 – kappa opioid receptor activators – cell-based, luminescence, uHTS, primary screen (AID 1777); KOR beta-arrestin recruitment, luminescence; higher % means a stronger effect; activation, % at 10 µM; hits with a dose series show EC50 in µM; 0.02% of 280,000 active; in the data active means activation above about 50%, passing the limit was not always enough; further: a part of the inactive calls stands beside numbers as strong as those of hits
# AID2073 – inhibitors of Mint1-CaV2.2 protein interaction, biochemical, HTRF (AID 2073) | one-dose inhibition, % at 20 µM; IC50 in µM for titrated hits | HTRF protein-protein interaction, Mint1-CaV2.2; higher % means a stronger effect | 0.19% of 290,000 active; in the data active means inhibition mostly above about 51%, no sharp cut-off; inconclusive means no clear call, values can overlap the other calls; inactive means mostly below about 53%; further: some results filed as inactive read as strong as hits
# P. falciparum M1AAP – P. falciparum M1AAP inhibitors, biochemical, fluorogenic H-Leu-NHMec substrate, 1536-well (AID 1445). recombinant M1AAP, H-Leu-NHMec fluorogenic kinetic assay; higher % means a stronger effect. one-dose inhibition, % at 30 µM; IC50 in µM for titrated hits. 0.42% of 220,000 active;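 active means primary inhibition above the hit cutoff, then over 50% inhibition at one or more dose response concentrations, cut at about 23% in these data, passing the limit was not always enough; inconclusive means conflicting primary data, or primary hits not chosen for dose response; inactive means low primary inhibition, or under 50% at every dose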;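 further: plate controls were DMSO full reaction for no effect and no enzyme background for full effect; strong numbers were not always called active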
# NOD1 inhibition – NOD1 signaling inhibitors, primary screen, cell-based, luminescence, uHTS (AID 1578). NOD1-driven NF-kB luciferase reporter cells, luminescence; higher % means a stronger effect. inhibition, % at 4 µM, or EC50 in µM where a hit was titrated. 1% of 290,000 active; in the data active means inhibition mostly above about 36%, no sharp cut-off; inactive means mostly below about 34%;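 further: HEK-293T reporter cells stimulated with the NOD1 agonist gamma-tri-DAP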
# Dynein transport – blocks dynein driven cargo transport along microtubules. AID 1381. z-score, hits read low. 0.47% of 220,000 active. 3617.4 mouse cells, GR-EGFP nuclear translocation imaging; test concentration mostly 20 µM; stimulated with dexamethasone, 1 µM; hits give low values;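 active means plate z-score of nuclear minus cytoplasmic receptor signal below a set negative limit, without overly bright fluorescence or cell loss, cut at about -3.5 in these data, passing the limit was not always enough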;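 further: z-score of nuclear minus cytoplasmic ring GR-EGFP intensity difference per well; some compounds called inactive have numbers as strong as hits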
#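 medium = tetracycline-free induction medium containing charcoal-stripped FBS | probe or stimulus = dexamethasone, 1.0 µM final | timing = 48 h induction, then 1 h compound, then 30 min agonist, 37 °C | detection = automated 10x imaging of fixed Hoechst-stained cells | read-out basis = nuclear versus cytoplasmic GR-EGFP signal, averaged per well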
# P. falciparum M17LAP – P. falciparum M17LAP inhibitors, primary screen, biochemical, fluorogenic H-Leu-NHMec substrate, 1536-well (AID 1619). 0.38% of 220,000 active. recombinant M17LAP, H-Leu-NHMec fluorogenic kinetic assay; higher % means a stronger effect. inhibition, % at 30 µM; hits with a dose series show IC50 in µM;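 active means compound inhibiting the enzyme by more than half at any dose during confirmatory dose-response retesting; inconclusive means strong single-dose inhibitors picked by rank but not retested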;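 further: plate controls were full reaction with DMSO carrier for no effect and no enzyme background for full effect; strong numbers were not always called active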
# KOR beta-arrestin-2 – kappa opioid receptor blockers – cell-based, luminescence, uHTS (AID 1778). KOR beta-arrestin recruitment, luminescence, antagonist mode; higher % means a stronger effect. inhibition, % at 10 µM; hits with a dose series show IC50 in µM. 0.091% of 290,000 active; further: strong numbers were not always called active
# GPR55 beta-arrestin – GPR55 agonists via beta-arrestin recruitment, primary screen, imaging, U2OS cells, beta-arrestin-GFP redistribution (AID 1961); U2OS GPR55 beta-arrestin-GFP redistribution imaging; higher % means a stronger effect; one-dose activation, % at 10 µM; EC50 in µM for titrated hits; 0.048% of 290,000 active;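 active means activation above 40% with more than 50 cells counted in the well; inconclusive means wells holding fewer than 50 cells, flagged as toxic or sparse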;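 further: U2OS osteosarcoma cells stably expressing GPR55 and beta-arrestin-GFP; plate controls were DMSO negative control for no effect and LPI positive control for full effect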
# HEK293 NOD2/NF-kB – inhibition of NOD2-driven NF-kB reporter – cell-based, luminescence, uHTS, HEK293 (AID 1566) | HEK293 NOD2/NF-kB luciferase reporter, luminescence; higher % means a stronger effect | inhibition, % at 4 µM, or EC50 in µM where a hit was titrated | 0.63% of 290,000 active; further: many of its hits are not listed in these tables
# Dynein transport cytoplasmic EGFP – recorded beside Dynein transport, whose call it bears; z-score; measured here: cytoplasmic GR-EGFP intensity; hits give high values
# Dynein transport nuclear GR-EGFP – further read-out of Dynein transport, marked with its call; z-score; measured here: nuclear GR-EGFP intensity;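 lower value marks the stronger effect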
# Dynein transport cell count – recorded beside Dynein transport, whose call it bears; z-score; measured here: cell count per field
# Numbers without * were called inactive; ? = inconclusive; · = not tested or not shown; [ ] = another dose, or the depositor's remark. Unless noted, no stated cut-off is given here; in the data, active means inhibition above about 50%; inactive means the rest.
# Value order – KOR beta-arrestin-1	AID2073	P. falciparum M1AAP	NOD1 inhibition	Dynein transport	Dynein transport cytoplasmic EGFP	Dynein transport nuclear GR-EGFP	Dynein transport cell count	P. falciparum M17LAP	KOR beta-arrestin-2	GPR55 beta-arrestin	HEK293 NOD2/NF-kB
CSc1ccccc1C(=O)NCc1ccccc1
  -1.9%	8%	8%	-7%	0.14	-0.12	0.48	-0.02	15%	27%	0.0%	-11%
COc1ccc(OCC(=O)Nc2cc(NC(=O)c3ccco3)ccc2OC)cc1
  -5.4%	0%	·	-5%	·	·	·	·	·	5%	14%	25%
O=C(CSc1n[nH]c(-c2ccncc2)n1)Nc1ccccn1
  -3.2%	3%	7%	-17%	0.52	-0.26	0.21	-0.65	-5%	10%	0.0%	-17%
COc1ccc(-n2nc(C(=O)NCc3ccco3)c3c4ccccc4n(C)c3c2=O)cc1Cl
  -4.4%	30%	-14%	-49%	-0.51	-0.17	0.22	0.27	2%	15%	-0.1%	-2%
CCCc1nn2c(=O)c(C(c3cccc(Cl)c3)c3c(O)nc4sc(CCC)nn4c3=O)c(O)nc2s1
  11%	6%	4%	10%	0.17	1.3	0.43	-0.81	17%	-25%	0.2%	1%
O=[N+]([O-])c1ccc(-n2cc(-c3ccccc3)nn2)cc1
  -1.4%	3%	·	-11%	·	·	·	·	·	9%	0.2%	-26%
Cc1ccccc1-n1nc2c(c1NC(=O)CCCl)CSC2
  -1.9%	-7%	·	-2%	·	·	·	·	·	-8%	0.0%	-3%
COc1cc2c(cc1OC)C(COc1ccccc1OC)N(C(=O)C(C)(C)C)CC2 (centres undefined)
  -1.9%	14%	·	-9%	·	·	·	·	·	16%	-0.1%	3%
NS(=O)(=O)c1ccc(NC(=O)COc2ncnc3c2cnn3-c2ccccc2)cc1
  -2.3%	20%	-10%	-10%	2.2	-0.23	1.8	-1.2	-5%	-25%[20 µM]	0.2%	2%
CCc1ccc(NC(=S)NCc2ccccc2)cc1
  -4.1%	0%	0%	-45%	0.08	-0.26	-0.11	0.74	-3%	10%	-0.4%	-36%
O=S(=O)(c1ccc(F)cc1)N1CCN(c2ncnc3c2cnn3-c2ccccc2)CC1
  -1.9%	8%	0%	22%	-0.25	-0.17	-0.25	0.31	-4%	18%	-0.2%	48%
O=C1CN(C(=O)COC(=O)C2CC(=O)N(Cc3ccco3)C2)c2ccccc2N1 (centres undefined)
  3.9%	7%	-2%	-7%	1.9	-0.18	1.1	-0.21	-4%	-8%	0.1%	4%
COc1cccc(CNCc2ccccc2OC)c1
  -3.6%	-2%	·	-21%	·	·	·	·	·	-42%[20 µM]	-0.1%	9%
COC(=O)COc1ccc2c(c1)O/C(=C\c1ccco1)C2=O
  1.2%	10%	·	4%	·	·	·	·	·	-8%	-0.1%	-4%
O=C1c2ccccc2C(=O)N1CNc1ccccc1
  -4.5%	-5%	5%	-12%	0.27	-0.23	0.49	-0.36	3%	4%	-0.1%	20%
O=C(O)CCC(=O)Nc1ccc(Br)cn1
  0.5%	-2%	1%	16%	-0.7	-0.25	-0.19	1.1	9%	3%	-0.2%	-10%
CCN(CC)CCSc1nc(O)c(-c2ccccc2)c(=O)n1-c1ccccc1
  0.2%	-1%	-6%	-22%	-0.47	-0.047	0.16	2	0%	-32%[20 µM]	-0.1%	5%
CCOC(=O)c1sc(C)c2c(=O)n(CC(=O)c3ccc(Br)cc3)nnc12
  1.5%	-6%	2%	·	1.2	-0.23	-0.5	-0.71	-15%	-25%	-0.3%	-11%
NS(=O)(=O)c1ccc(CNC(=O)CSc2ccccc2)cc1
  -0.8%	-2%	3%	-20%	0.2	-0.32	-0.015	0.83	-4%	-48%[20 µM]	-0.1%	2%
COc1cccc(-c2noc(Cn3nc(C(=O)O)c4ccccc4c3=O)n2)c1
  0.6%	8%	·	-20%	·	·	·	·	·	-46%	0.2%	4%
O=C(c1nnc(-c2ccncc2)o1)c1ccccc1Cl
  -5.5%	0%	18%	20%	0.35	-0.22	-0.093	0.038	5%	11%	-0.2%	3%
O=c1c2[nH]c3ccc(F)cc3c2nc2n1CCS2
  -4.4%	7%	3%	-50%	-0.38	-0.3	0.13	1.1	1%	21%	-0.4%	-13%
COC1C(C)=C(C)C(=O)N1Cc1ccccc1 (centres undefined)
  1.3%	?	·	11%	·	·	·	·	·	-18%	0.3%	3%
O=C(COc1ccc(Cl)cc1Br)Nc1ccncc1
  ·	12%	·	3%	·	·	·	·	·	-38%[20 µM]	-0.1%	16%
COc1ccc(/C=C2\SC(N3CCc4ccccc4C3)=NC2=O)cc1
  -2.5%	-11%	11%	0%	0.11	-0.17	0.13	-0.4	21%	-38%	-0.3%	6%
Cc1cccc(-[n+]2c(-c3cccc(Br)c3)[nH]c3nc4ccccc4nc32)c1
  ·	8%	1%	3%	0.65	0.95	0.54	-2	-10%	4%	1.1%	16%
COc1cc(/C=C2/S/C(=N/S(=O)(=O)Cc3ccccc3)NC2=O)c([N+](=O)[O-])cc1OC
  -1.7%	-3%	?	-6%	0.069	-0.13	0.026	-1.7	42%	16%	0.0%	17%
COc1ccccc1/C=C/C=N/NC(=O)CCC1C(=O)NN=C1C (centres undefined)
  -2.1%	22%	12%	-22%	0.93	0.52	0.97	-2.6	57µM*	1%	-0.2%	4%
COc1cccc(C=N[C@@H](CO)[C@@H](O)c2ccc([N+](=O)[O-])cc2)c1O
  -1.3%	-1%	9%	-4%	-0.25	-0.26	-0.1	0.66	13%	16%	0.5%	14%
Cc1ccc(/C=N/NC(=O)CSc2nnc(-c3ccc(Cl)cc3)n2-c2ccc(Cl)cc2)o1
  0.8%	11%	4%	-18%	1.6	0.0031	0.64	-0.98	-4%	16%	-0.2%	-5%
CCCCCCn1c(O)c(/C=C2\C=NN=C2c2ccccc2)sc1=S
  1.1%	0%	3%	58%	0.087	-0.26	-0.065	0.83	6%	-41%	-0.3%	9%
CCCCN(C)C(=O)c1nc2ccccn2c1CN1CCC[C@H]1CO
  -3.4%	8%	·	-12%	·	·	·	·	·	-19%[20 µM]	-0.4%	7%
CCOC(=O)c1sc(=S)n(-c2cc(F)ccc2F)c1N
  9.2%	-23%	4%	13%	-0.15	-0.35	-0.29	0.29	10%	-8%	-0.1%	15%
O=C(Cn1c(NCCO)nc2ccccc21)c1ccco1
  -1.4%	14%	2%	-18%	-0.52	0.091	-0.25	0.87	3%	24%	0.2%	-11%
COc1ccc(CCNC(=O)Cn2nnc(C(=O)Nc3cccc(C)c3C)c2N)cc1OC
  -3.6%	22%	·	-18%	·	·	·	·	·	-12%	0.2%	3%
S=C(NC1CCCCC1)N1CCOCCOCCN(C(=S)NC2CCCCC2)CCOCCOCC1
  3.1%	-2%	-1%	-5%	-0.79	-0.81	-0.73	-0.091	-1%	32%	0.2%	-14%
COCCn1c(=S)[nH]c2ccccc21
  -4.0%	11%	1%	-11%	-0.45	-0.25	-0.28	0.94	8%	4%	-0.1%	0%
Cc1ccccc1CN1CCc2c(OCC(=O)N3CCCCC3)cccc2C1=O
  -5.5%	-2%	11%	-61%	-0.45	-0.28	-0.06	0.72	11%	-8%	-0.1%	0%
N#Cc1nc(-c2ccccc2Cl)oc1NCC1CCCO1 (centres undefined)
  -0.1%	2%	2%	4%	1.5	-0.026	1	-1.2	10%	-36%	-0.1%	10%
CCCN(CC1CC1)C(=S)NC(=O)c1ccc(S(=O)(=O)N2CCOCC2)cc1
  -2.9%	10%	-3%	-29%	-0.53	-0.16	0.042	0.96	-6%	14%	-0.3%	15%
CCC(c1nnnn1C(C)(C)C)N1CCN(c2cc(Cl)ccc2C)CC1 (centres undefined)
  8.7%	-13%	6%	-1%	-0.15	-0.22	-0.25	0.4	-3%	9%	0.3%	-10%
COC(=O)c1ccccc1NC(=O)Nc1ccc2c(c1)OCO2
  -10%	-3%	4%	-18%	-0.055	-0.29	0.036	0.1	16%	-4%	-0.1%	15%
O=C1CCCC2=C1C(c1ccccc1)CC(=O)N2c1ccccc1 (centres undefined)
  -7.0%	-8%	0%	0%	2.1	-0.3	1	-0.85	5%	-17%	-0.2%	16%
O=C(NNc1c(Cl)cncc1Cl)c1sccc1Cl
  -0.6%	-25%	-1%	4%	0.17	-0.17	0.0064	0.6	-11%	32%	0.2%	18%
Cn1c(NCCCO)nc2c1c(=O)n(Cc1ccccc1F)c(=O)n2C
  -2.6%	5%	15%	·	0.031	0.25	0.53	0.37	10%	-13%	1.2%	9%
N#Cc1c(/N=C/c2cccs2)sc2c1CCCCC2
  0.7%	-14%	3%	-33%	-0.32	-0.14	-0.8	0.61	1%	24%	-0.2%	-103%
O=C(O)/C=C/C(=O)N(Cc1ccc2c(c1)OCO2)C1CC(=O)N(CCc2ccccc2)C1=O (centres undefined)
  -4.6%	-5%	1%	-30%	-0.12	0.2	-0.018	0.2	1%	-19%	0.1%	-9%
COC(=O)C1=C(CCc2ccccc2)NC(=O)NC1c1ccc(Br)cc1 (centres undefined)
  -1.5%	0%	·	-10%	·	·	·	·	·	-24%[20 µM]	-0.2%	15%
Cc1c(NC(=O)CN2CCCC(C)C2)ccc2nsnc12 (centres undefined)
  -2.7%	0%	8%	-27%	0.53	-0.18	0.41	-0.96	0%	-18%	-0.4%	6%
CCOC(=O)N1CCN(C(=O)CSc2ccc(C(F)(F)F)cc2[N+](=O)[O-])CC1
  -5.8%	-8%	·	-17%	·	·	·	·	·	-16%	0.3%	11%
COc1cc2c(cc1OC)CN(CC(O)c1ccccc1)CC2 (centres undefined)
  -2.0%	33%	·	-12%	·	·	·	·	·	-11%	0.7%	-2%

# This is a subset; rates above refer to the full screens.
